Screens: PubChem BioAssay, several laboratories
M18AAP inhibitor: PfM18AAP enzyme inhibition. recombinant PfM18AAP, H-Glu-NHMec fluorogenic cleavage. inhibition, % at 7.35 µM. 290,000 tested, 1.2% active;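 active = inhibition above the campaign mean inhibition over all tested compounds plus 3 SD, cut at about 28% in these data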;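 note: 0% = plate median of test compound wells and 100% = 2 mM ZnCl2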
pCIP destab: lowers stability of the mouse p/CIP coactivator protein. Q05BA5. F442A p/CIP-EGFP cells, EGFP fluorescence, 16 h. decrease of EGFP signal, % at 10 µM. 290,000 tested, 0.01% active;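 active = EGFP signal decrease of at least 30% at 10 µM or well 3 SD below plate mean, unless failing retest; inactive = the rest, including hits failing retest or dose response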; note: some compounds called inactive have numbers as strong as hits; many of its hits are not listed in these tables
NALP1 yeast inh: NALP1 inhibition | S. cerevisiae NALP1/ASC/caspase-1 growth, X-gal OD620, 72 h | inhibition, % at 10 µM | 280,000 tested, 0.61% active; in the data active = inhibition mostly above about 24%, no sharp cut-off; inactive = mostly below about 32%; note: some compounds called inactive have numbers as strong as hits
IDE inh: cellular human IDE inhibition; inhibition, % at 5.59 µM; HEK cells, FAbetaB cleavage, fluorescence polarization; 320,000 tested, 0.41% active; P14735;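 active = percent inhibition above the average of all tested compounds plus 3 SD, set per screening campaign, cut at about 16% in these data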;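 note: IDE supplied by intact live HEK cells; FP after avidin binding of uncleaved biotin substrate so inhibition keeps polarization high; 0% = DMSO wells and 100% = 60 µM reference IDE inhibitor Ii1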
Target sequence (P14735 whole entry, looked up): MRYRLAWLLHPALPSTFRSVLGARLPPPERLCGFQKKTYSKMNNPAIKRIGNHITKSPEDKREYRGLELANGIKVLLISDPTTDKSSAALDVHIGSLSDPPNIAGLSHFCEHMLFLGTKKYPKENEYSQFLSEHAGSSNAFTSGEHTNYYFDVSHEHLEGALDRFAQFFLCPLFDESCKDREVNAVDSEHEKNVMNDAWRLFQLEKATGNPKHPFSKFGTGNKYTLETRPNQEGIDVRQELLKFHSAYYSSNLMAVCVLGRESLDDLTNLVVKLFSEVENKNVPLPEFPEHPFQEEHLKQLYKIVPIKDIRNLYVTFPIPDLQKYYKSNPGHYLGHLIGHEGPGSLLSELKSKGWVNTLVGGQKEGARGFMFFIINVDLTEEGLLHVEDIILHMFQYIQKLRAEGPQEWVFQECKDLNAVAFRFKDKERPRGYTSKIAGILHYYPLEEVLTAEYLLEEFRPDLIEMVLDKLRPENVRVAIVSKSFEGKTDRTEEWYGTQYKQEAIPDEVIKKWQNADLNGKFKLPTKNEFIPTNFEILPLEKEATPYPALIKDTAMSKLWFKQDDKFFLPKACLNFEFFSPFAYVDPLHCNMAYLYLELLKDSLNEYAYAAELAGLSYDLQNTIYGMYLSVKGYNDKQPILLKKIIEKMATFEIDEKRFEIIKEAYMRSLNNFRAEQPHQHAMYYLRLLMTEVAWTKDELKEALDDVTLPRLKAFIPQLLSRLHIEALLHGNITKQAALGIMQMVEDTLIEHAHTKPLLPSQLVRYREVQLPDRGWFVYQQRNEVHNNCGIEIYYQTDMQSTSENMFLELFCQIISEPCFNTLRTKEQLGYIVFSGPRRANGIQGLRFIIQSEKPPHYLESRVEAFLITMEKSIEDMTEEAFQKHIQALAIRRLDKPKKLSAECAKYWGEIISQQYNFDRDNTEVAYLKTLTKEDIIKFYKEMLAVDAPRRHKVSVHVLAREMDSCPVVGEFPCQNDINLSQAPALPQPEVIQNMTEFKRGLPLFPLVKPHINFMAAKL
GPR7 antag: human neuropeptides B/W receptor 1 antagonism. P48145. GPR7-expressing cells, fluorescence antagonist assay. inhibition, % at 4.4 µM. 290,000 tested, 1.1% active; in the data active = inhibition above about 16%, passing the limit was not always enough;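 note: cells stimulated with the agonist NPW; 0% = agonist with vehicle and 100% = vehicle without agonist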
VIM-2 inh: blocks Pseudomonas aeruginosa VIM-2 metallo-beta-lactamase | purified VIM-2, nitrocefin hydrolysis, epi-absorbance fluorescence | inhibition, % at 5.6 µM | 290,000 tested, 0.89% active | AID 1527;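 active = inhibition above the mean of all tested compounds plus 3 SD, cutoff set per screening run, cut at about 7.5% in these data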;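 note: red hydrolysis product quenches plate fluorescence so inhibitors raise well fluorescence; 0% = enzyme with DMSO and 100% = DMSO without enzyme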
PHOSPHO1 inh: PHOSPHO1 (human) inhibition; Q8TCT1; recombinant PHOSPHO1, absorbance phosphatase assay; inhibition, % at 13.3 µM; 290,000 tested, 1.1% active; in the data active = inhibition above about 60%
IDE act: IDE (human) activation, cell-based | P14735 | HEK cells, FAbeta-B cleavage, fluorescence polarization; 0% vehicle, 100% cell-free pure enzyme wells | activation, % at 5.96 µM | 340,000 tested, 0.073% active | AID 493087;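 active = activation above the mean of all tested compounds plus 3 SD, set per screening campaign, cut at about 17% in these data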
IMP-1 inhibitor: blocks Pseudomonas aeruginosa IMP-1 metallo-beta-lactamase; purified IMP-1, nitrocefin hydrolysis, epi-absorbance fluorescence; inhibition, % at 5.6 µM; 290,000 tested, 0.45% active; AID 1556;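 active = inhibition above the mean plus 3 SD of all compounds in the same screening run, cut at about 4.5% in these data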;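 note: 0% = IMP-1 with DMSO and 100% = DMSO wells lacking enzyme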
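Assay system: purified IMP-1; Quantity: IMP-1 0.2 nM before substrate addition; Medium: HEPES buffer pH 7.1 with ZnSO4 and Brij 35; Incubation: 15 min enzyme–compound preincubation, then 25 min nitrocefin reaction, 25 °C; Signal: fluorescence quenching readout, ex 480/em 530 nm; Controls: DMSO with and without IMP-1; Repeats: singlicate testing.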
Active calls of the source: *.

How did O=C(CCN1C(=O)c2ccccc2S1(=O)=O)Nc1ccc(Cl)cc1 do in these assays?
M18AAP inhibitor: 2; pCIP destab: -2; NALP1 yeast inh: 23; GPR7 antag: 8; VIM-2 inh: 0.8; PHOSPHO1 inh: 43; IDE act: 0; IMP-1 inhibitor: -1.4

How did O=C(NC1CCCC1)C(c1ccc(F)cc1)N(C(=O)c1csnn1)c1ccccc1 (stereo not drawn) do in these assays?
M18AAP inhibitor: -3; pCIP destab: -8; NALP1 yeast inh: -4; IDE inh: 2; GPR7 antag: -11; VIM-2 inh: -3.0; PHOSPHO1 inh: 17; IDE act: 6; IMP-1 inhibitor: -0.9

What do the screens show for `Cc1ccccc1OCC(=O)Nc1ccc(N2CCN(S(C)(=O)=O)CC2)cc1`?
M18AAP inhibitor: 5; pCIP destab: 5; NALP1 yeast inh: -3; IDE inh: 3; GPR7 antag: 19; VIM-2 inh: -2.2; PHOSPHO1 inh: 5; IDE act: 5; IMP-1 inhibitor: -3.6

What do the screens show for `CCC(C)NCCOCCOc1ccc(C)cc1Br` (stereo not drawn)?
M18AAP inhibitor: 32*; pCIP destab: -10; NALP1 yeast inh: 31; IDE inh: -6; GPR7 antag: 4; VIM-2 inh: -0.9; PHOSPHO1 inh: 31; IDE act: 1; IMP-1 inhibitor: -4.1

Results for O=C(c1ccc2c(c1)OCCO2)C1CCN(C(=O)Nc2ccc(F)cc2)CC1 ?
M18AAP inhibitor: -5; pCIP destab: -17; NALP1 yeast inh: 6; IDE inh: 0; GPR7 antag: 16; VIM-2 inh: -0.8; PHOSPHO1 inh: 32; IDE act: -2; IMP-1 inhibitor: -0.2

How did Cn1c(=O)[nH]c(=O)c2c1nc(N1CCCCC1)n2CCCSc1nnnn1-c1ccccc1 do in these assays?
M18AAP inhibitor: -8; pCIP destab: -12; NALP1 yeast inh: 24; IDE inh: 7; GPR7 antag: -5; VIM-2 inh: -1.3; PHOSPHO1 inh: -2; IDE act: -2; IMP-1 inhibitor: -5.4

How did COCCn1c(=N)c(S(=O)(=O)c2ccc(F)cc2)cc2c(=O)n3ccccc3nc21 do in these assays?
M18AAP inhibitor: 5; pCIP destab: -8; NALP1 yeast inh: -3; IDE inh: -2; GPR7 antag: -12; VIM-2 inh: 2.3; PHOSPHO1 inh: 20; IDE act: 3; IMP-1 inhibitor: 1.4

How did COc1ccc(OC)c(C2C(C(=O)c3ccco3)=C(O)C(=O)N2CC2CCCO2)c1 (stereo not drawn) do in these assays?
M18AAP inhibitor: 5; pCIP destab: -12; NALP1 yeast inh: 16; IDE inh: -2; GPR7 antag: -4; VIM-2 inh: 0.8; PHOSPHO1 inh: 20; IDE act: 4; IMP-1 inhibitor: -2.0

Results for Cc1cc(C)cc(NC(=S)N2CCC(NC(=O)C3CCCCC3)CC2)c1 ?
M18AAP inhibitor: 0; pCIP destab: -9; NALP1 yeast inh: 8; IDE inh: -2; GPR7 antag: -19; VIM-2 inh: -0.8; PHOSPHO1 inh: 19; IDE act: 6; IMP-1 inhibitor: -4.5

What do the screens show for `O=C(CCN1C(=O)/C(=C/c2cccs2)SC1=S)Nc1ccccc1O`?
M18AAP inhibitor: 1; pCIP destab: 7; NALP1 yeast inh: -18; IDE inh: 0; GPR7 antag: -8; VIM-2 inh: -2.2; PHOSPHO1 inh: 0; IDE act: 2; IMP-1 inhibitor: -1.9

Results for O=C(NCCCN1CCOCC1)c1csc2c1CCCC2 ?
M18AAP inhibitor: -1; pCIP destab: -9; NALP1 yeast inh: 30; IDE inh: -3; GPR7 antag: 6; VIM-2 inh: -1.4; PHOSPHO1 inh: 13; IDE act: 2; IMP-1 inhibitor: -2.3

How did COc1ccc(NC(=S)NCCC2=CCCCC2)cc1OC do in these assays?
M18AAP inhibitor: -11; pCIP destab: -8; NALP1 yeast inh: 12; IDE inh: 3; GPR7 antag: -5; VIM-2 inh: -0.2; PHOSPHO1 inh: 10; IDE act: 2; IMP-1 inhibitor: -1.0

How did Cn1c(=O)c2[nH]c(N=NNc3ccccc3F)nc2n(C)c1=O do in these assays?
M18AAP inhibitor: 2; pCIP destab: -3; NALP1 yeast inh: -18; IDE inh: 2; GPR7 antag: -17; VIM-2 inh: -4.8; PHOSPHO1 inh: -94; IDE act: 4; IMP-1 inhibitor: -3.2

How did Cn1c(-c2cnn(-c3ccccc3)c2-n2cccc2)n[nH]c1=S do in these assays?
M18AAP inhibitor: 6; pCIP destab: -6; NALP1 yeast inh: 2; IDE inh: 1; GPR7 antag: -16; VIM-2 inh: -0.2; PHOSPHO1 inh: 38; IDE act: 4; IMP-1 inhibitor: -2.7

Results for CN(Cc1ccc(Br)cc1)CC(O)COc1cccc(Br)c1 (stereo not drawn) ?
M18AAP inhibitor: 5; pCIP destab: -5; NALP1 yeast inh: 9; IDE inh: 1; GPR7 antag: 4; VIM-2 inh: -1.1; PHOSPHO1 inh: 15; IDE act: 4; IMP-1 inhibitor: -2.5

Results for OC1CCNC(=S)N1c1ccccc1 (stereo not drawn) ?
M18AAP inhibitor: 2; pCIP destab: 0; NALP1 yeast inh: -1; IDE inh: -2; GPR7 antag: -13; VIM-2 inh: -3.9; PHOSPHO1 inh: -13; IDE act: 1; IMP-1 inhibitor: -2.0

Results for O=S(=O)(N1CCCCC1)N1CCN(c2ccccc2F)CC1 ?
M18AAP inhibitor: 2; pCIP destab: -23; NALP1 yeast inh: 14; IDE inh: 1; GPR7 antag: -10; VIM-2 inh: -1.5; PHOSPHO1 inh: -4; IDE act: 6; IMP-1 inhibitor: -2.2

What do the screens show for `COc1ccc(CC(=O)Nc2ccc(-c3nc4cc(C)ccc4o3)c(O)c2)cc1OC`?
M18AAP inhibitor: 0; pCIP destab: -14; NALP1 yeast inh: 22; IDE inh: 3; GPR7 antag: -5; VIM-2 inh: -4.8; PHOSPHO1 inh: -8; IDE act: -2; IMP-1 inhibitor: -3.5

What do the screens show for `CCOc1ccc(C2=NNC(c3cccnc3)=Nc3ccc(OC)cc32)cc1`?
M18AAP inhibitor: -10; pCIP destab: -17; NALP1 yeast inh: -1; IDE inh: -2; GPR7 antag: -5; VIM-2 inh: -0.1; PHOSPHO1 inh: 1; IDE act: 6; IMP-1 inhibitor: -2.5

How did O=C(NNc1c2ccccc2nc2ccccc12)c1cccc(O)c1 do in these assays?
M18AAP inhibitor: 8; pCIP destab: -3; NALP1 yeast inh: 21; IDE inh: -2; GPR7 antag: -6; VIM-2 inh: -2.6; PHOSPHO1 inh: 10; IDE act: 7; IMP-1 inhibitor: -6.2

How did CCOC(=O)C(C)Oc1cccc2c(=O)n(CC(=O)NCc3ccco3)ccc12 (stereo not drawn) do in these assays?
M18AAP inhibitor: 1; pCIP destab: -13; NALP1 yeast inh: 13; IDE inh: -3; GPR7 antag: 7; VIM-2 inh: -3.5; PHOSPHO1 inh: -7; IDE act: 6; IMP-1 inhibitor: -4.8

What do the screens show for `Cc1cc2nn(-c3cccc4ccccc34)nc2cc1NC(=O)c1cccs1`?
M18AAP inhibitor: -6; pCIP destab: -17; NALP1 yeast inh: 2; IDE inh: 6; GPR7 antag: 1; VIM-2 inh: -3.4; PHOSPHO1 inh: 16; IDE act: -4; IMP-1 inhibitor: -1.0

How did CC1(C)OC1COc1c2ccoc2cc2oc(=O)ccc12 (stereo not drawn) do in these assays?
M18AAP inhibitor: -2; pCIP destab: -14; NALP1 yeast inh: -9; IDE inh: -3; GPR7 antag: -3; VIM-2 inh: -1.4; PHOSPHO1 inh: 21; IDE act: 0; IMP-1 inhibitor: -2.0

Results for COc1ccc(OC)c(C2=NOC(C(=O)N3CCCc4ccccc43)C2)c1 (stereo not drawn) ?
M18AAP inhibitor: -2; pCIP destab: -2; NALP1 yeast inh: 12; IDE inh: 6; GPR7 antag: -4; VIM-2 inh: -2.1; PHOSPHO1 inh: -29; IDE act: 1; IMP-1 inhibitor: -2.7

What do the screens show for `O=C(NCc1cccnc1)C1CC(c2ccc(F)cc2)=NO1` (stereo not drawn)?
M18AAP inhibitor: -1; pCIP destab: -3; NALP1 yeast inh: 21; IDE inh: 2; GPR7 antag: -8; VIM-2 inh: -0.9; PHOSPHO1 inh: -11; IDE act: 4; IMP-1 inhibitor: -0.2

What do the screens show for `COc1cccc(NC(=O)CCc2nc(-c3ccccc3F)no2)c1`?
M18AAP inhibitor: 2; pCIP destab: 2; NALP1 yeast inh: 14; IDE inh: -2; GPR7 antag: -1; VIM-2 inh: -4.3; PHOSPHO1 inh: 12; IDE act: 5; IMP-1 inhibitor: -3.5

Results for CCc1cccc(C)c1NC(=O)N(C)C1CCCCC1 ?
M18AAP inhibitor: -7; pCIP destab: -10; NALP1 yeast inh: 10; IDE inh: -1; GPR7 antag: -4; VIM-2 inh: -2.5; PHOSPHO1 inh: 3; IDE act: 6; IMP-1 inhibitor: -3.2

How did COc1ccc(N2C(=O)C3C(C2=O)C2C=CC3C23CC3)c(OC)c1 (stereo not drawn) do in these assays?
M18AAP inhibitor: -8; pCIP destab: -2; NALP1 yeast inh: 13; IDE inh: -1; GPR7 antag: 16; VIM-2 inh: -2.6; PHOSPHO1 inh: 6; IDE act: -3; IMP-1 inhibitor: -3.1

How did Cc1ccc(-n2c(C)nc3c(cnn3-c3ccc(F)cc3)c2=O)cc1C do in these assays?
M18AAP inhibitor: -3; pCIP destab: -14; NALP1 yeast inh: 5; IDE inh: 5; GPR7 antag: -6; VIM-2 inh: -0.4; PHOSPHO1 inh: 2; IDE act: 1; IMP-1 inhibitor: -2.6

What do the screens show for `Cc1c(C(=O)NCCSCc2c(Cl)cccc2Cl)cccc1[N+](=O)[O-]`?
M18AAP inhibitor: -5; pCIP destab: 3; NALP1 yeast inh: 28; IDE inh: -3; GPR7 antag: -5; VIM-2 inh: -3.5; PHOSPHO1 inh: 3; IDE act: 4; IMP-1 inhibitor: -4.6

Quoted at random: 3 compounds from above
What do the screens show for `O=C(NCc1cccnc1)C1CC(c2ccc(F)cc2)=NO1` (stereo not drawn)?
M18AAP inhibitor: -1; pCIP destab: -3; NALP1 yeast inh: 21; IDE inh: 2; GPR7 antag: -8; VIM-2 inh: -0.9; PHOSPHO1 inh: -11; IDE act: 4; IMP-1 inhibitor: -0.2

How did CC1(C)OC1COc1c2ccoc2cc2oc(=O)ccc12 (stereo not drawn) do in these assays?
M18AAP inhibitor: -2; pCIP destab: -14; NALP1 yeast inh: -9; IDE inh: -3; GPR7 antag: -3; VIM-2 inh: -1.4; PHOSPHO1 inh: 21; IDE act: 0; IMP-1 inhibitor: -2.0

What do the screens show for `Cc1cc2nn(-c3cccc4ccccc34)nc2cc1NC(=O)c1cccs1`?
M18AAP inhibitor: -6; pCIP destab: -17; NALP1 yeast inh: 2; IDE inh: 6; GPR7 antag: 1; VIM-2 inh: -3.4; PHOSPHO1 inh: 16; IDE act: -4; IMP-1 inhibitor: -1.0
